Bioassay records: PubChem, National Center for Advancing Translational Sciences (NCATS)
Tb PYK inh = T. brucei pyruvate kinase inhibition; Q57TT1; TbPYK enzyme, Kinase-Glo Plus ATP luminescence, 45 min; Potency, µM (top dose mostly 76.8 µM), for the others: at the top dose activity, negative = inhibition, most hits filed as inhibitors; 410,000 tested, 0.12% active; further: potency means the concentration at half of the fitted maximal effect; on the % scale 0 is the no-effect control and ±100 the full control effect; nearly all actives have a fitted effect of over 50% in size
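TbPYK + substrate in 50 mM TEA pH 7.2, 100 mM KCl, 10 mM MgCl2, 0.05% BSA, 0.01% Tween-20; cpd pinned; ADP 130 uM final; 45 min RT; Kinase-Glo Plus 10 min; luminescence endpoint.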
Pf growth 48h = P. falciparum growth inhibition at 48 hours (one generation); P. falciparum luciferase growth in erythrocytes, 48 h; Potency, µM (highest dose often 28.7 µM), inactives show at the highest dose activity change, negative = inhibition, actives largely listed as inhibitors; 310,000 tested, 5.9% active; further: potency means the concentration at half of the fitted maximal effect; on the % scale 0 is the no-effect control and ±100 the full control effect
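Read-out is firefly luciferase luminescence from an integrated reporter in P. falciparum, so falling signal marks reduced parasite growth. Infected erythrocytes were at 2% hematocrit and 0.1% parasitemia (final) in Albumax-supplemented RPMI 1640.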
Pf growth 96h = P. falciparum growth inhibition at 96 hour, primary screen for plastid delayed-death inhibitors | P. falciparum luciferase reporter growth, 96 h | Potency, µM (top dose mostly 28.7 µM), for inactives: top-dose activity change, negative = inhibition, most hits filed as inhibitors | 320,000 tested, 6.9% active; further: potency means the concentration at half of the fitted maximal effect; on the % scale 0 is the no-effect control and ±100 the full control effect
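Luminescence readout: decreased luciferase signal marks inhibited growth of reporter-expressing P. falciparum in infected red cells (2% hematocrit, 0.05% parasitemia final), exposed to compound two generations (96 h, 37 C, 5% CO2).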
Cycloheximide cs = counter-screen for Shiga toxin inhibitors: cycloheximide protein synthesis inhibition | 300,000 tested, 12% active | max response, % | cell reporter, cycloheximide protein synthesis inhibition counterscreen | AID 2314; in the data active means max response mostly above about 13%, no sharp cut-off; inactive means mostly below about 14%; further: read at 38.3 µM for the half of the compounds with a filed dose; 0% is about no effect
AmpC inh no detg = blocks E. coli AmpC beta-lactamase in detergent-free assay; P00811; AmpC nitrocefin hydrolysis, absorbance 480 nm, 0.0001% Triton; Potency, µM (doses to about 57.1 µM), for the others: at the highest dose activity change, negative = inhibition, hits mostly inhibitors; 330,000 tested, 0.52% active;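 further: potency means the concentration at half of the fitted maximal effect; plate controls were no compound for no effect and no enzyme for full effect; nearly all actives have a fitted effect of over 20% in size; some results filed as inactive show a strong effect at the top dose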
Target sequence (P00811 whole entry, looked up): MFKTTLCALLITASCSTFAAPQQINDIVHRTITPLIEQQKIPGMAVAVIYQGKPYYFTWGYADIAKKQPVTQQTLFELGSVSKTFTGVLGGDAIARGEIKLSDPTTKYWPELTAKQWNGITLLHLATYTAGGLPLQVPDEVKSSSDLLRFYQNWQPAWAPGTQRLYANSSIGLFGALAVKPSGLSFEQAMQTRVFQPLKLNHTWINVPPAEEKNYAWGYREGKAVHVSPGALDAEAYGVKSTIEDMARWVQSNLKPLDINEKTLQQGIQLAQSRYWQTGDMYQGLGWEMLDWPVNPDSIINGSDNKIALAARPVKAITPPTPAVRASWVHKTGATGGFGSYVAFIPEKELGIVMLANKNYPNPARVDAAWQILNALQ
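AmpC (5.3 nM in the dispensed reagent) in 20 mM phosphate pH 7.0 with 0.01% (detergent screen) or 0.0001% Triton X-100 was preincubated with compounds for 15 min at room temperature. Nitrocefin was then added from an 800 uM solution, and hydrolysis was followed at 480 nm.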
Shiga toxin inh = blocks Shiga toxin action in Vero cells | Vero cells, Shiga toxin protein synthesis inhibition reporter | inhibition, % at 38.7 µM | 290,000 tested, 9.2% active | AID 2315; in the data active means inhibition mostly above about 28%, no sharp cut-off; inactive means mostly below about 43%; further: 0% is about no effect
LmPK inhibitor = blocks Leishmania mexicana pyruvate kinase activity. Q27686. Potency, µM (highest dose often 57.5 µM), for the others: at the top dose activity change, negative = inhibition, usual class: inhibitors. 290,000 tested, 0.37% active. purified LmPK, Kinase-Glo ATP luminescence, 1 h; further: potency means the concentration at half of the fitted maximal effect; on the % scale 0 is the no-effect control and ±100 the full control effect
Target sequence (Q27686 whole entry, looked up): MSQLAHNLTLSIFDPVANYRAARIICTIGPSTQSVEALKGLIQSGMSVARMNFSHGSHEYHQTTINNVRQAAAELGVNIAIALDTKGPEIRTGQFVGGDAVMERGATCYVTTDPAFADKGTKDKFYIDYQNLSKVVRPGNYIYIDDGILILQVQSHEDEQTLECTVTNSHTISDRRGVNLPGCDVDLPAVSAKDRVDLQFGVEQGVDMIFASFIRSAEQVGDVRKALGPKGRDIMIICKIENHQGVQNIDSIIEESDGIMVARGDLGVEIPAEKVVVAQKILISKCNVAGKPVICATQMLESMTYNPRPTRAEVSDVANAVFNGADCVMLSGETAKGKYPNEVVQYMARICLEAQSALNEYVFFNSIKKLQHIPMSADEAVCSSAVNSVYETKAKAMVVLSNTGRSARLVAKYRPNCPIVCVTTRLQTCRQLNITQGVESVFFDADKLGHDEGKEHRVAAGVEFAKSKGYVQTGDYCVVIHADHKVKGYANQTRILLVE
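Screened at intermediate enzyme activity to detect both inhibitors and activators: LmPK at 0.1 nM, with a 0.5 nM enzyme column as activation reference. PEP 0.5 mM, ADP 0.1 mM; ATP detected by luminescence after 1 h.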
* hit, by the source's call; ? = inconclusive; . = no result given; & = joins results of further samples; [ ] = dose if it differs, or a comment. Unless noted, the call rests on the fitted dose curve; in most records, active means well fitted curve in the direction sought with a large enough effect; inconclusive means small, poorly fitted or top-dose-only effect, or another doubt; inactive means no such curve, though single readings can be large; an effect the other way counts as inactive or inconclusive.

SMILES | Tb PYK inh | Pf growth 48h | Pf growth 96h | Cycloheximide cs | AmpC inh no detg | Shiga toxin inh | LmPK inhibitor
COc1ccc(C)cc1N(C(=O)Cn1nnc(-c2ccc(C)o2)n1)C(C(=O)NC1CCCC1)c1ccncc1 (stereo not drawn) | 0% | 5.2µM* | 8.3µM* | -7 | 63%[activator] | -2 | 1%
COc1ccccc1OC(=O)CCc1nc2ccccc2s1 | 1% | 10µM* | -13% | 25 | 13% | 36 | -4%
Cc1ccc(/C=N/NC(=O)c2nnn(-c3nonc3N)c2CSc2ccc(Cl)cc2)cc1 | 1% | -12% | ? | -4 | -15% | -10 | 0%
COc1cc(Cl)ccc1OCc1cc(C(=O)NCC(C)(C)N2CCOCC2)no1 | 0% | -16% | 0% | 43* | 145%[activator] | 50* | -11%
Cn1c(=O)oc2cc(S(=O)(=O)Nc3ccc(F)cc3)ccc21 | -5% | -1% | -7% | -2 | -14% | -5 | -2%
CCN(CC(=O)Nc1ccc(NC(C)=O)cc1)C(=O)CSCC(=O)Nc1ccc(C)cc1 | -20% | -4% | 8% | . | -5% | . | .
COc1ccc(C(CNC(=O)c2ccc(S(=O)(=O)Nc3ccccc3F)cc2)N(C)C)cc1 (stereo not drawn) | 4% | 22% | -20% | -6 | -4% | -17 | -5%
O=C(NC(=O)c1ccccc1)Nc1ccccc1 | -3% | 29% | 151%[activator] | 42* | -14% | 51* | -14%
Cc1ccnc(NC(=O)CS(=O)(=O)c2ccccc2)c1 | -1% | 42%[activator] | 13% | 13 | -38% | 89* | -3%
CCc1cccc2c(C(=O)COC(=O)c3nn(C)c(=O)c4ccccc34)c[nH]c12 | 2% | . | -7% | 3 | -14% | 1 | 6%
COc1ccc(C(=O)NC(C)c2nnc(SCC(=O)NC3CCCCC3)n2C)cc1 (stereo not drawn) | 6% | 0% | -3% | -3 | 6% | -9 | -2%
Cc1ccc(CNC(=O)CS(=O)(=O)CC(=O)O)cc1 | -10% | 2% | . | -2 | -5% | -10 | 5%
Cc1ccccc1SCC(=O)OCC(=O)N(C)c1c(N)n(Cc2ccccc2)c(=O)[nH]c1=O | -7% | 34%[activator] | ? | . | -9% | . | .
CCOC(=O)c1cc2c(=O)n3ccccc3nc2n(CCCOC)c1=NC(C)=O | -18% | -13% | 10µM* | -2 | 12% | -14 | -3%
CC1CCC(NC(=S)NCCN(C)C)CC1 (stereo not drawn) | 1% | 72%[activator] | 38%[5.75 µM] | 23* | -4%[2.29 µM] | 45* | 3%
Fc1ccc(-n2c(Cn3nnc4ccccc43)n[nH]c2=S)cc1 | ? | 5% | 20% | -3 | -1% | -13 | 1%
CCOc1ccc(-c2n[nH]c(=S)n2Cc2ccccc2)cc1 | ? | 17% | ? | -4 | -36% | -4 | ?
CSc1ccc(CNCCCN(C)C)cc1 | -2% | ? | 63%[activator] | -2 | -17% | -10 | 0%
CCOc1ccccc1NS(=O)(=O)c1ccc2c(c1)N(C)CCO2 | 5% | 6% | 23% | -4 | -3% | 34 | 7%
Cc1cc(C(=O)NC2CCCN(Cc3ccc(Cl)cc3)C2)no1 (stereo not drawn) | 9% | 0% | ? | 13 | 0% | -4 | 2%

Continued; the last 4 above are carried over.
SMILES | Tb PYK inh | Pf growth 48h | Pf growth 96h | Cycloheximide cs | AmpC inh no detg | Shiga toxin inh | LmPK inhibitor
CCOc1ccc(-c2n[nH]c(=S)n2Cc2ccccc2)cc1 | ? | 17% | ? | -4 | -36% | -4 | ?
CSc1ccc(CNCCCN(C)C)cc1 | -2% | ? | 63%[activator] | -2 | -17% | -10 | 0%
CCOc1ccccc1NS(=O)(=O)c1ccc2c(c1)N(C)CCO2 | 5% | 6% | 23% | -4 | -3% | 34 | 7%
Cc1cc(C(=O)NC2CCCN(Cc3ccc(Cl)cc3)C2)no1 (stereo not drawn) | 9% | 0% | ? | 13 | 0% | -4 | 2%
O=C1CC(c2ccc3c(c2)OCO3)c2cc3c(cc2N1)OCCO3 (stereo not drawn) | -2% | -14% | 28% | 3 | ? | -14 | 5%
Cc1ccc(/C=C2/Sc3ccc(C(=O)NCCN4CCOCC4)cc3NC2=O)cc1 | 0% | ? | ? | -1 | -14% | -8 | -5%
O=C(O)CNC(=O)c1ccc(NC(=O)/C(=C/c2cccc([N+](=O)[O-])c2)NC(=O)c2ccco2)cc1 | -7% | -6% | -3% | 1 | -13% | -11 | -3%
Cc1cc(NC(=O)CCC(=O)N(Cc2ccccc2)C(C(=O)NC2CCCC2)c2ccco2)no1 (stereo not drawn) | 0% | 1% | -2% | -4 | 0% | -4 | 2%
CCOc1ccc(NC(=O)CN(C)C(=O)c2ccc(COc3ccccc3)o2)cc1OCC | 0% | -14% | ? | . | 65%[activator] | . | .
CCN(CCn1cccn1)Cc1nc(-c2ccccc2)no1 | -3% | 14% | ? | 7 | 14% | 34* | -1%
CC1=C(C(=O)OC2CCCCC2)C(c2cccs2)n2c(nc3ccccc32)N1 (stereo not drawn) | 5% | ? | ? | -3 | ? | -10 | 0%
Cc1ccc(C)c(N2CCN(c3ccncc3N)CC2)c1 | 0% | ? | ? | -3 | 22% | -1 | 4%
Cn1c(=O)c(C(=O)COC(=O)c2cc(-c3ccccc3)nc3ccccc23)c(N)n(Cc2ccccc2)c1=O | . | ? | ? | -2 | -22% | -3 | -1%
O=C(CC1SCCNC1=O)Nc1ccc(Cl)cc1 (stereo not drawn) | 0% | 34%[activator] | -3% | 22* | -12% | 61 | -4%
O=C1c2ccccc2C(=O)C1C1=Nc2ccccc2NC(c2ccccc2)C1 (stereo not drawn) | . | -1% | -3% | 5 | -18% | -12 | -4%
CCOc1ccc(C(=O)N(C)C2CCS(=O)(=O)C2)cc1 (stereo not drawn) | 2% | -3% | . | -3 | -9% | -10 | 5%
COc1ccc(Cc2nnc(SCC(=O)NCCc3ccccc3)o2)cc1 | 8% | -5% | ? | -4 | 25% | -4 | 2%
O=C(c1ccc(-n2cccn2)cc1)N1CCc2c([nH]c3ccccc23)C1c1ccccn1 (stereo not drawn) | 4% | ? | -13% | 9 | 80%[activator] | -6 | 1%
Cc1nn(CC(=O)N2CCOCC2)c(=O)c2ccccc12 | 3% | 10% | 33% | -11 | -11% | 3 | 1%
CC1CN(S(=O)(=O)c2cccc(C(=O)Nc3ccc(S(=O)(=O)NC4=NCCCCC4)cc3)c2)CC(C)O1 (stereo not drawn) | 0% | 13µM* | ? | . | 49% | . | .
O=[N+]([O-])c1ccc(Cl)cc1Sc1ccccn1 | -25% | -2% | -13% | 7 | -9% | -8 | 0%
O=C(Nc1cccc(S(=O)(=O)N2CCCCC2)c1)c1ccco1 | -5% | ? | ? | . | -20% | . | .
c1ccc(COc2cccc(CNCc3cccs3)c2)cc1 | -2% | 38%[activator] | ? | 24* | -8% | 41 | 0%
CCN(CC)c1nc(=S)nc(NC(C)(C)C)[nH]1 | -7% | ? | 6% | -1 | -20% | -3 | 0%
O=C(NC1CCCC1)C(c1ccc(F)cc1)N(C(=O)c1csnn1)c1ccccc1F (stereo not drawn) | 3% | 9% | 21% | -2 | -21% | -12 | 6%
CNS(=O)(=O)c1cccc(C(=O)OCC(=O)Nc2ccc(-c3nc4ccc(C)cc4s3)cc2)c1 | -3% | 116%[activator] | 96%[activator] | 45* | -18% | 94* | -3%
CCOc1ccc2nc(N3CCC(C(=O)N4CCN(C(=O)c5ccco5)CC4)CC3)sc2c1 | -6% | 13µM* | ? | 10 | 231%[activator] | 13 | -6%
COc1ccccc1Nc1nc(C)cc(C)n1 | -6% | 1% | ? | -3 | 1% | 15 | -8%
COC(=O)c1c(C(=O)OC)c(C)n(Cc2ccco2)c1C | -1% | 2% | 10% | -3 | -19% | -11 | -1%
Cc1nn(C)c(C)c1S(=O)(=O)N(CC(=O)NCc1cccs1)c1ccc(C(C)C)cc1 | -3% | 1% | 9.3µM* | -2 | 23% | -8 | 1%
Cc1ccc(N2Cc3ccccc3C2=O)cc1 | ? | -14% | 47%[activator] | 25* | -14% | 24 | ?
Cc1cc(C)cc(OCC(=O)OCC(=O)N2CC(=O)Nc3ccccc32)c1 | -6% | ? | 35%[activator] | 2 | 1% | -1 | 6%
Cc1nc(SCC(=O)N(C)C2CCCCC2)[nH]c(=O)c1Cc1ccccc1 | -3% | . | -22% | -1 | 2% | 36 | 1%
COc1ccc(-n2c(C)cc(-c3csc(N)n3)c2C)cc1 | -1% | 13µM* | ? | 0 | -20% | 13 | 5%
CCOC(=O)CSc1nc2ccccc2n2c(C)nnc12 | -7%&-10% | -13% | 24% | -2 | -7% | -8 | 1%
CCc1cccc2c(C(=O)COC(=O)c3c(C)noc3C)c[nH]c12 | 2% | 25% | 57%[activator] | 16 | 0% | 47 | -1%
O=C1CN=CN=CN1c1ccc(Cl)cc1Cl | -1% | 36%[activator] | -17% | -1 | -13% | -14 | -4%
Cc1ccnc(SCCn2c(N3CC(C)OC(C)C3)nc3c2c(=O)n(C)c(=O)n3C)n1 (stereo not drawn) | -7% | ? | 58% | -2 | -8% | -4 | 6%
COc1ccc(CN2CCNC(=O)C2CC(=O)NCCc2nc(C)c(C)s2)c(OC)c1 (stereo not drawn) | 1% | -15% | ? | -4 | 72%[activator] | -2 | -3%
COc1ccccc1-c1nnc(SCC(=O)NCc2cccs2)n1N | -1% | 28% | -6% | 0 | -29% | -8 | -2%
COc1ccc(CCNC(=O)C2CCN(C(=O)c3ccc(Cl)cc3)CC2)cc1 | -7% | ? | -9% | -2 | 44% | -32 | -7%

Reformatted as a markdown table: entries from further up.
| Structure | Tb PYK inh | Pf growth 48h | Pf growth 96h | Cycloheximide cs | AmpC inh no detg | Shiga toxin inh | LmPK inhibitor |
| --- | --- | --- | --- | --- | --- | --- | --- |
| COc1ccccc1Nc1nc(C)cc(C)n1 | -6% | 1% | ? | -3 | 1% | 15 | -8% |
| CCOC(=O)CSc1nc2ccccc2n2c(C)nnc12 | -7%&-10% | -13% | 24% | -2 | -7% | -8 | 1% |

Among those listed so far, 4 have a thiophene ring, fused or not:
SMILES | Tb PYK inh | Pf growth 48h | Pf growth 96h | Cycloheximide cs | AmpC inh no detg | Shiga toxin inh | LmPK inhibitor
CC1=C(C(=O)OC2CCCCC2)C(c2cccs2)n2c(nc3ccccc32)N1 (stereo not drawn) | 5% | ? | ? | -3 | ? | -10 | 0%
c1ccc(COc2cccc(CNCc3cccs3)c2)cc1 | -2% | 38%[activator] | ? | 24* | -8% | 41 | 0%
Cc1nn(C)c(C)c1S(=O)(=O)N(CC(=O)NCc1cccs1)c1ccc(C(C)C)cc1 | -3% | 1% | 9.3µM* | -2 | 23% | -8 | 1%
COc1ccccc1-c1nnc(SCC(=O)NCc2cccs2)n1N | -1% | 28% | -6% | 0 | -29% | -8 | -2%
